MCF10A rereplic – DNA re-replication induction in MCF 10a cells. Potency, µM (series often up to 46.1 µM), for inactives: at the top dose activity, positive = re-replication, actives largely listed as activators. 350,000 tested, 2.9% active. MCF 10A DNA re-replication, Hoechst nuclear intensity, 48 h. AID 624296; also: potency is read from the fitted curve at half-maximal effect; % of control where 0% means no effect; nearly all actives have a fitted effect of over 50% in size
IL1B secr inh – inflammasome signaling inhibition, IL-1 beta readout; activity change, % at 57.5 µM; 360,000 tested, 4.7% active; THP-1 LPS/ATP IL-1B secretion, AlphaLISA, 16 h; stronger effect = lower value; in the data active = activity change below about -50%; inconclusive = mostly about -30% to -49%; also: % is scaled to controls: 0 for no effect and ±100 for the full control effect
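Secreted IL-1B measured by AlphaLISA bead assay after 16 h compound exposure of THP-1 cells; compounds (final up to 57.5 uM) added 1 h before LPS (250 ng/mL) and ATP (1.25 mM) stimulation; lower signal means less secretion.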
HT1080-NT tox – kills 2HG-producing HT-1080-NT fibrosarcoma cells | HT-1080-NT fibrosarcoma viability, CellTiter-Glo ATP luminescence, 48 h | Potency, µM (highest dose often 46.1 µM), inactives show at the highest dose activity, negative = less viability, most hits filed as cytotoxic | 360,000 tested, 1.6% active;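 also: NT is the 2HG producing partner of a matched IDH1 knockdown line; potency is read from the fitted curve at half-maximal effect; 0% = DMSO-treated cells and -100% = media-only wells without cells; nearly all actives have a fitted effect of over 55% in size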
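Read-out is CellTiter-Glo luminescence after 10 minutes at room temperature, following 48 hours' compound treatment of HT-1080-NT cells (750 cells/well, RPMI, 5% FBS, 37 degrees C).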
ATXN2 expr inh – inhibitors of ATXN2 expression; HEK-293 ATXN2-luciferase reporter, luminescence, 24 h; Potency, µM (highest dose often 57 µM), for inactives: at the highest dose activity change, negative = inhibition, hits mostly inhibitors; 360,000 tested, 0.72% active; also: potency is read from the fitted curve at half-maximal effect; % is scaled to controls: 0 for no effect and ±100 for the full control effect; nearly all actives have a fitted effect of over 55% in size
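ATXN2-luciferase reporter cells (luciferase flanked by upstream and downstream ATXN2 gene portions) were treated 24 h at 37 °C with compounds at up to 57 uM. SteadyGlo luminescence gave expression; GF-AFC fluorescence gave viability.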
WRN helicase inh – blocks human WRN helicase. WRN helicase unwinding, fluorescent forked duplex, kinetic. Q14191. Potency, µM (titrated, usually from 114 µM), for inactives: at the top dose activity change, negative = inhibition, most hits filed as inhibitors. AID 651768. 360,000 tested, 0.46% active; also: potency is read from the fitted curve at half-maximal effect; % is scaled to controls: 0 for no effect and ±100 for the full control effect; nearly all actives have a fitted effect of over 55% in size
Target sequence (Q14191 whole entry, looked up): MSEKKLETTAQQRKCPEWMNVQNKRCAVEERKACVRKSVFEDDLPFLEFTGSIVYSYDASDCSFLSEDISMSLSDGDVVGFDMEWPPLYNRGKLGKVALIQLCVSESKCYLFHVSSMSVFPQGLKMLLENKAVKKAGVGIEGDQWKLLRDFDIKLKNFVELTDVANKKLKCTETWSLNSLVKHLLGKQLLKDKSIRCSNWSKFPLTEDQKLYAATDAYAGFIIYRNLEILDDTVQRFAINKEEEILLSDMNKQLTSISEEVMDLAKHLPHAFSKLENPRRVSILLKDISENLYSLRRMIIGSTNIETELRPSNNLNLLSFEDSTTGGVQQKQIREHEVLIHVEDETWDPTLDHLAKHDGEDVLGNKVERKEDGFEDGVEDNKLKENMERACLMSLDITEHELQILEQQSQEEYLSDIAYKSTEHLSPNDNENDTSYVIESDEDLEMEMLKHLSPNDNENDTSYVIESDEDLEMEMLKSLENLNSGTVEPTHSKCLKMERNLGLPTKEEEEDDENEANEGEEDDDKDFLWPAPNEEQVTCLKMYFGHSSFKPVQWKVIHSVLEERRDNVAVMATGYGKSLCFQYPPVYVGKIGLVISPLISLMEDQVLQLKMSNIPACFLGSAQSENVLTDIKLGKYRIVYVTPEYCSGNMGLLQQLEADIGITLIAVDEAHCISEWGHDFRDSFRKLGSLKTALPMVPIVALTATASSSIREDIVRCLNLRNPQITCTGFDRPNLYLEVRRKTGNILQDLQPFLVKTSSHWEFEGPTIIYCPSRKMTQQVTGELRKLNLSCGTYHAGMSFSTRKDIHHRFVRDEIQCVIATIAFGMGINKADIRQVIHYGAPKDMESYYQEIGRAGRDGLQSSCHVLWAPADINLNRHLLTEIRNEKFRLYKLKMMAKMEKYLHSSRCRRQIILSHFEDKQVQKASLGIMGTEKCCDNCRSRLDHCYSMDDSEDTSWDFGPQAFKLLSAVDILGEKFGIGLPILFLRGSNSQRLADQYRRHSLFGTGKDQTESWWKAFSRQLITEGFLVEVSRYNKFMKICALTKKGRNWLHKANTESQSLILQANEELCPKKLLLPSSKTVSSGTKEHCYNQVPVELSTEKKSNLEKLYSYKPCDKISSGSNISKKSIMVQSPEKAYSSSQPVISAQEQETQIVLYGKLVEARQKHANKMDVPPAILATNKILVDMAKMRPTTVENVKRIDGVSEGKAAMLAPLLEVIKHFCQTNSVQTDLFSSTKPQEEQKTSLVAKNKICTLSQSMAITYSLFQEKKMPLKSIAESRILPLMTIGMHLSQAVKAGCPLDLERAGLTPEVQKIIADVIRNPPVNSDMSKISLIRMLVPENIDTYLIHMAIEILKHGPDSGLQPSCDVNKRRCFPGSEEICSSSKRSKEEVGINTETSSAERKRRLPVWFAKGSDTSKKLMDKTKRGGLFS
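Kinetic red-fluorescence monitoring (525/598 nm) tracks WRN helicase activity after 100 nM fluorophore-quencher forked duplex and 2 mM ATP are added to 20 nM enzyme pretreated 15 min at room temperature with compound.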
KB-3-1 cytotox – KB-3-1 parental cell cytotoxicity | KB-3-1 viability, CellTiter-Glo ATP luminescence, 72 h | AID 1347075 | 400,000 tested, 1.4% active | Potency, µM (titrated, usually from 46.1 µM), inactives show at the top dose activity change, negative = cytotoxic, most hits filed as cytotoxic; also: potency is read from the fitted curve at half-maximal effect; % is scaled to controls: 0 for no effect and ±100 for the full control effect; nearly all actives have a fitted effect of over 60% in size
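Cytotoxicity in the drug-sensitive parental line KB-3-1 was scored as loss of CellTiter-Glo luminescence following 72 h incubation with compound. Values come from curve fitting of normalized concentration-response data.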
SW480 rerep – DNA re-replication induction in SW480 cells; SW480 DNA re-replication, Hoechst DNA content imaging, 48 h; Potency, µM (top dose mostly 46.1 µM), without a hit: top-dose re-replication activation, most hits filed as activators; 340,000 tested, 1.8% active; also: potency is read from the fitted curve at half-maximal effect; % of control where 0% means no effect; nearly all actives have a fitted effect of over 55% in size
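Per well, 250 cells were exposed to pinned compound for 48 hr. Nuclear DNA was visualised with Hoechst (40 min, 37 C) and total object intensity recorded by fluorescence scanning.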
KB-V1 cytotox – kills drug-selected multidrug resistant KB-V1 cells | KB-V1 MDR cells viability, CellTiter-Glo, 72 h | Potency, µM (highest dose often 46.1 µM), inactives show top-dose activity change, negative = cytotoxicity, hits mostly cytotoxic | 400,000 tested, 3.4% active; also: potency is read from the fitted curve at half-maximal effect; % is scaled to controls: 0 for no effect and ±100 for the full control effect; nearly all actives have a fitted effect of over 60% in size
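Cells of the MDR subline KB-V1 are plated, dosed with compound at multiple concentrations, and incubated 72 h at 37 degrees C; CellTiter-Glo is then added and luminescence read after 10 min.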
HT1080 IDH1KD tx – HT-1080 IDH1 knockdown cell toxicity (counter line); HT-1080 IDH1 knockdown viability, ATP luminescence, 48 h; Potency, µM (doses to about 46.1 µM), without a hit: at the top dose activity, negative = toxicity, most hits filed as cytotoxic; 360,000 tested, 2% active; AID 686971;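 also: potency is read from the fitted curve at half-maximal effect; 0% = DMSO wells and -100% = cell-free medium wells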
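In this qHTS, HT-1080 cells depleted of IDH1 are exposed for 48 h at 37 °C to compound titrations. Toxicity is scored from CellTiter-Glo luminescence, with DMSO as full viability and medium alone as none.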
* hit, by the source's call; u = inconclusive; x = no result given; & = joins results of further samples; [ ] = another dose, or the depositor's remark. Unless noted, calls follow the shape of the dose curve; as a rule, active = well fitted curve in the direction sought with a large enough effect; inconclusive = small, poorly fitted or top-dose-only effect, or another doubt; inactive = no such curve, though single readings can be large; an effect the other way counts as inactive or inconclusive.

SMILES | MCF10A rereplic | IL1B secr inh | HT1080-NT tox | ATXN2 expr inh | WRN helicase inh | KB-3-1 cytotox | SW480 rerep | KB-V1 cytotox | HT1080 IDH1KD tx
COc1ccc(OC)c(C(=O)COC(=O)c2cc(C)oc2C)c1 | 12.9% | -12.5 | -8.0% | 2.5% | -8.8% | 7.3% | 10.8% | -5.3% | -3.4%
O=c1cnc2ccccc2n1Cc1ccc(Br)cc1 | 13.7% | 3.8 | u | 2.1% | -4.3% | -5.5% | -2.1% | u | u
CCOC(=S)SCC(=O)Nc1nc(-c2ccccc2)cs1 | 20.6µM* | u | u | -4.9% | -17.9% | 6.51µM* | u | u | u
CCOC(=O)N1CCN(c2c(NCCc3ccc(OC)c(OC)c3)c(=O)c2=O)CC1 | 12.4% | 8.8 | 2.9% | 4.5% | 0.7% | 5.8% | -10.0% | -9.0% | -0.3%
Cc1ccc(S(=O)(=O)/N=C2\SC(CC(=O)Nc3ccc(F)cc3)C(=O)N2c2ccccc2)cc1 (stereo unspecified) | -2.1% | 13.6 | -0.5% | -16.9% | -24.7% | 14.6% | -6.4% | u | 0.5%
CCOc1ccccc1CN1CCNC(=O)C1CC(=O)N(C)CCC1CCOCC1 (stereo unspecified) | 2.0% | -1.0 | 11.8% | 10.9% | 3.7% | -0.9% | -2.1% | 0.7% | -7.3%
CCOC(=O)c1cccc(NC(=O)CNC(=O)C2CCCCC2)c1 | -1.7% | 19.0 | 0.5% | 5.9% | -14.0% | 3.7% | -7.1% | u | 10.9%
COC(=O)c1ccc(NC(=O)CC2C(=O)N(C)C(=S)N2Cc2ccc(S(N)(=O)=O)cc2)cc1 (stereo unspecified) | 18.3% | -6.0 | 1.2% | x | -11.7% | 3.6% | 1.1% | 0.0% | 9.7%
CCN(C(=O)COC(=O)c1cc2c(s1)CCCCC2)C1CCS(=O)(=O)C1 (stereo unspecified) | -3.0% | -6.4 | -8.4% | -7.2% | -24.6% | -11.0% | -3.6% | -15.5% | -1.0%
O=C(C1CC(c2ccc(F)cc2)=NO1)N1CCCc2ccccc21 (stereo unspecified) | 9.6% | -22.5 | -0.2% | -11.2% | -7.9% | -3.9% | -4.4% | 1.2% | -10.5%
NC(=O)c1ccc(-c2nnn(CC(=O)Nc3cccc(S(=O)(=O)N4CCCC4)c3)n2)cc1 | -1.4% | -24.3 | -5.9% | x | 4.3% | u | -1.8% | u | -5.5%
O=C1CSc2ccc(S(=O)(=O)CCC(=O)NC3CCCCC3)cc2N1 | -2.3% | 23.6 | 9.5% | x | -2.2% | 0.9% | -18.9% | u | 5.5%
O=C(NC1CCOC1=O)c1ccccc1 (stereo unspecified) | -30.4% | 6.4 | 12.7% | 6.4% | 13.6% | -4.3% | -8.2% | 29.6% | 18.4%
N=c1n(CCO)c2ccccc2n1Cc1ccc(Cl)cc1 | 0.4% | -51.7* | -28.1% | -23.4% | 5.5% | -16.3% | -0.2% | 0.4% | -15.6%
C=CCSc1nc2sc3c(c2c(=O)[nH]1)CCC3 | 14.8% | -8.7 | 0.4% | -1.6% | 4.4%[57.1 µM] | 6.6% | -3.8% | 4.7% | 14.0%
CN(C(=O)COC(=O)CNC(=O)c1ccc(C(C)(C)C)cc1)c1c(N)n(Cc2ccccc2)c(=O)[nH]c1=O | -0.9% | -0.8 | 1.9% | 4.8% | -4.7% | -2.9% | -1.2% | 1.7% | 12.1%
CC(=O)C[C@H]1c2cc(C(F)(F)F)ccc2S(=O)(=O)N1Cc1ccccc1 | -3.4% | 11.9 | -2.1% | 52.8%[activator] | -6.3% | 10.1%&1.9% | -5.3% | u | 1.4%
COCCN1C(=O)COc2ccccc2C1C(=O)Nc1ccc2c(c1)OCCO2 (stereo unspecified) | x | u | 20.9% | -3.5% | 2.9% | u | x | 0.0% | 16.7%
OC(c1ccccc1)(c1nc(-c2cc3ccccc3o2)cs1)C(F)(F)F (stereo unspecified) | x | 0.0 | 16.4µM* | u | -5.4%[57.1 µM] | 23.1µM* | x | u | u
O=C(NCCCc1ccccc1)c1cccc(NC(=O)c2ccccc2)c1 | -5.9% | u | -0.7% | -8.0% | -11.0% | 0.0% | 5.3% | 0.0% | -2.1%
O=C1C=C(c2ccc(F)cc2OCc2ccccc2)C[C@@H](c2ccc3c(c2)OCO3)C1 | -36.6%[inhibitor] | -29.3 | -0.9% | -5.0% | 4.6% | -0.5% | 11.1%[9.22 µM] | -1.4% | -3.8%
CN(C)c1ccc(CNCCC2(O)CCOC(C)(C)C2)cc1 (stereo unspecified) | u | -10.7 | 10.8% | 5.8% | -2.0% | -1.1% | -5.7% | -13.3% | 6.0%
CC1C/C(=N\Nc2ccc(S(N)(=O)=O)cc2[N+](=O)[O-])CC(C)(C)C1 (stereo unspecified) | 20.6µM* | -79.2* | u | -8.3% | -5.6% | -7.5% | 9.5% | -21.0% | u
CCCNC(=O)C1(C)CCCN(Cc2ccccc2C#N)C1 (stereo unspecified) | x | 11.8 | 8.5% | 11.0% | -5.3%[57.1 µM] | 16.5% | x | u | 16.4%
O=c1[nH]cnc2c1ncn2C1OC(CO)CC1F (stereo unspecified) | x | 28.2 | 16.7% | 10.6% | -4.0% | 0.0% | x | 2.9% | 0.4%
COc1ccc(NC(=O)CCNS(=O)(=O)c2ccc3[nH]c(=O)oc3c2)cc1Cl | 2.5% | 28.9 | 12.3% | 5.4% | -7.2% | -3.1% | -34.4%[inhibitor] | -4.0% | 16.5%
COCCNC(=O)c1ccc2c3n(nc2c1)-c1ccc(C)cc1CO3 | -2.6% | u | 1.3% | 31.7%[activator] | 1.9% | -4.3% | -40.1%[inhibitor][9.22 µM] | -0.6% | 5.0%
O=C(Cc1n[nH]c(=O)c2ccccc12)Nc1ccc(-c2nnc3n2CCCCC3)cc1 | -1.9% | 0.0 | 8.3% | 0.8% | -0.6% | 3.4% | 1.8% | 13.0% | -3.6%
COc1ccc2[nH]c(C)c(-c3csc(N)n3)c2c1 | 2.4% | 12.5 | -1.4% | 1.3% | -4.2% | 14.6% | u | 3.3% | -5.8%
Cc1csc(SCC(=O)Nc2cccc(S(=O)(=O)N3CCOCC3)c2)n1 | 4.1% | 36.1 | 5.2% | 4.0% | 2.0% | 13.0% | -4.3% | -1.0% | -1.3%
CC(=O)Nc1cc2c(c(Cl)c1Cl)-c1ccccc1C2=O | u | 2.7 | 1.8% | 1.6% | -24.7% | -19.9% | 5.4% | 0.0% | -4.1%
CCCCN(C(=O)c1ccc2c(c1)OCCO2)c1c(N)n(CCCC)c(=O)[nH]c1=O | -5.2% | -1.8 | 12.5% | 4.1% | -8.2% | 7.9% | -0.5% | -2.6% | 13.5%
CNC(=O)CNC(=O)Nc1ccc(C)cc1 | 6.1% | -3.7 | 0.5% | x | -5.1% | 4.8% | -74.6%[inhibitor] | 1.4% | 6.3%
C[N+](C)(C)CCOP(=O)([O-])OC[C@H](O)CO | -19.4% | 3.5 | -4.4% | -2.8% | 2.8% | 0.0% | -1.0% | 7.3% | 0.5%
CSc1nc(-c2ccco2)nn1S(C)(=O)=O | 0.0% | 6.2 | 9.5% | 3.3% | -0.3% | -4.1% | 3.1% | 3.5% | 10.1%
O=C(NOC(=O)c1ccccc1Cl)c1cccs1 | -1.3% | 0.0 | 2.7% | x | -3.7% | 4.0% | -16.4% | -0.3% | 1.6%
O=C(OCc1nc2scc(-c3ccccc3)c2c(=O)[nH]1)c1cc(Cl)ccc1[N+](=O)[O-] | 9.2% | 22.9 | 1.8% | 13.7% | -18.7% | -10.8% | -69.9%[inhibitor] | 0.0% | -4.9%
COc1ccc(C(=O)C2CCCN(C(=O)c3cc(C)nc(C)n3)C2)cc1OC (stereo unspecified) | 6.6% | 9.9 | -3.7% | 11.3% | 3.4% | 10.1% | -6.6% | -13.2% | 2.5%
COC(=O)C[C@H]1c2cc(C(F)(F)F)ccc2S(=O)(=O)N1Cc1ccc(OC)cc1 | -1.5% | 31.7 | 10.2% | -3.8% | 2.0% | -1.1%&-16.2% | -1.9% | u | 6.3%
Cc1c(N2C(=O)C(=O)/C(=C(/O)c3ccc(Br)cc3)C2c2cccnc2)c(=O)n(-c2ccccc2)n1C (stereo unspecified) | 1.5% | -2.0 | 7.8% | -1.4% | 1.1% | 9.7% | -0.4% | 6.4% | 6.6%
COc1ccc(-c2[nH]ncc2C=O)cc1 | -0.9% | -3.5 | 6.4% | 20.6% | -12.9% | 6.6% | 7.1% | 0.1% | -11.7%
Cc1cc(Nc2ccccc2)n(-c2ccccc2)n1 | -0.4% | 19.2 | -14.5% | -19.5% | -10.9% | -16.0% | 3.3% | 1.3% | -2.9%
CCn1cc(Cl)c(C(=O)Nc2cccc(CN3CCOCC3)c2)n1 | 19.6% | 0.1 | 2.0% | 5.3% | -1.5% | -20.2% | 11.8% | -15.9% | -2.9%
O=C(NCCO)c1ccc(-c2nnc(Nc3ccc(O)cc3)c3ccccc23)cc1 | u | 5.7 | 2.1% | x | -4.9% | 4.8% | -3.1% | -5.5% | 5.5%
CC(C)CN1CC(C)C(=O)N(c2ccccc2)C1=O (stereo unspecified) | -2.3% | 5.1 | -3.4% | -0.6% | 0.1% | 1.5% | -5.7% | 10.9% | 19.6%

Reformatted: two of the compounds above.
mol	MCF10A rereplic	IL1B secr inh	HT1080-NT tox	ATXN2 expr inh	WRN helicase inh	KB-3-1 cytotox	SW480 rerep	KB-V1 cytotox	HT1080 IDH1KD tx
COc1ccc(-c2[nH]ncc2C=O)cc1	-0.9%	-3.5	6.4%	20.6%	-12.9%	6.6%	7.1%	0.1%	-11.7%
Cc1cc(Nc2ccccc2)n(-c2ccccc2)n1	-0.4%	19.2	-14.5%	-19.5%	-10.9%	-16.0%	3.3%	1.3%	-2.9%

Assay outcomes deposited in PubChem BioAssay by National Center for Advancing Translational Sciences (NCATS).
